Screens from PubChem.
S100A4 inh HTS = inhibitors of S100A4-myosin IIA peptide binding, primary screen, biochemical, fluorescence polarization, TAMRA-MyoIIA peptide; Protein S100-A4 (Homo sapiens), P26447; inhibition, % at 10.7 µM; 360,000 compounds, 0.14% hits;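 active means mean inhibition of at least 70% across replicates, with every replicate also reaching that level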
Target sequence (P26447 whole entry, looked up): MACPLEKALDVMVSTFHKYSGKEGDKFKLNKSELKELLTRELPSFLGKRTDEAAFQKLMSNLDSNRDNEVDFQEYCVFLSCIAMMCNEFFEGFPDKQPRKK
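Test system: S100A4 monomer protein; Medium: HEPES pH 7.2 with CaCl2, KCl, NaCl, DTT, Triton; Probe or stimulus: TAMRA-labelled myosin IIA heavy-chain peptide probe, 5 nM; Doses: one dose per compound; Times: polarization read 5 min after assay mix addition, stable 5–60 min; Benchmarks: neutral control DMSO, positive control TFP.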
ERp5 block = inhibitors of ERp5-driven insulin aggregation, primary screen, biochemical, turbidity, absorbance 650 nm, single point; 90 min; inhibition, % at 9.99 µM; 350,000 compounds, 0.05% hits; AID 651711, 2012;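 active means mean replicate inhibition above about 25%, with every replicate also reaching it, limit read from the data, passing the limit was not always enough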
E-sel inducer = E-selectin induction in HUVECs, primary screen, imaging, HUVEC, immunofluorescence imaging, single point. normalized: neutral wells 0, TNF-alpha wells 100. activation, % at 7.58 µM. 260,000 compounds, 0.37% hits;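 active means mean E-selectin-positive cell signal at least 10% of the positive control, reached in at least 60% of replicates, without over 20% cell loss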;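 further: in these data hits start at about 27%; measured in HUVEC primary endothelial cells; signal is the percent of cells scored E-selectin positive by PE staining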
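Test system – human umbilical vein endothelial cells (HUVEC), E-selectin induction · Input – 3,000 HUVEC seeded per well · Buffer or medium – EGM-2, gelatin · Compound dosing – single-point compound dose · Detection – immunofluorescence imaging · Measure – percent E-selectin-positive cells · Controls – TNF-alpha high, DMSO low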
Xi reactivation = activators of inactive X chromosome reactivation, primary screen, imaging, XiGFP fibroblasts, GFP high-content imaging, set 2; XiGFP mouse fibroblasts, % GFP-positive cells imaging, 3 d; cells co-treated with 5-aza-dC sensitizer; scaled so ellipticine positive control = 100%; activation, % at 7.58 µM; 360,000 compounds, 0.055% hits; AID 743238, 2013;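 active means mean normalized replicate activation at least 10% and every replicate at or above 10%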;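 further: 0% = median of on-plate neutral control wells and 100% = ellipticine 6 µM median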
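System: SV40-immortalized XiGFP fibroblast cells, line 68-5-11 / Incubation: 3-day compound exposure, then 15 min fixation at room temperature / Compound: single concentration per compound, delivered by pin transfer / Buffer or medium: DMEM plus 5-aza-dC sensitizer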
ERAP1 HTS inh = human ERAP1 aminopeptidase inhibitors, primary screen, biochemical, single point, plate reader; inhibition, % at 10.7 µM; AID 652197, 2013; 340,000 compounds, 0.15% hits; recombinant ERAP1, Leu-AMC fluorescence, 60 min;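 active means mean replicate inhibition of at least 30%, or all replicates individually reaching that 30% level; inactive means mean below 30% and not every replicate reaching it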;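 further: 0% = neutral control wells and 100% = L-leucinethiol positive control wells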
RAD52 inh = RAD52 DNA annealing inhibitors, primary screen, biochemical, FRET, single point, set 2; recombinant RAD52 DNA annealing, FRET fluorescence; 360,000 compounds, 0.46% hits; inhibition, % at 18.7 µM; AID 651710, 2012;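 active means every replicate showing at least 50% inhibition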
RAD54 branch = inhibitors of human RAD54 branch migration, primary screen, biochemical, fluorescence, single point; DNA repair and recombination protein RAD54-like (Homo sapiens), Q92698; RAD54 Holliday junction branch migration, FAM/BHQ fluorescence; inhibition, % at 10.4 µM; 360,000 compounds, 0.14% hits;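 active means mean normalized replicate activity at least 40 and at least half of replicates scoring 40 or more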;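 further: 0% = median of neutral control wells and 100% = median of positive control wells; inhibitors cause a drop in the FAM fluorescence signal; in these data hits start at about 50%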
Target sequence (Q92698 whole entry, looked up): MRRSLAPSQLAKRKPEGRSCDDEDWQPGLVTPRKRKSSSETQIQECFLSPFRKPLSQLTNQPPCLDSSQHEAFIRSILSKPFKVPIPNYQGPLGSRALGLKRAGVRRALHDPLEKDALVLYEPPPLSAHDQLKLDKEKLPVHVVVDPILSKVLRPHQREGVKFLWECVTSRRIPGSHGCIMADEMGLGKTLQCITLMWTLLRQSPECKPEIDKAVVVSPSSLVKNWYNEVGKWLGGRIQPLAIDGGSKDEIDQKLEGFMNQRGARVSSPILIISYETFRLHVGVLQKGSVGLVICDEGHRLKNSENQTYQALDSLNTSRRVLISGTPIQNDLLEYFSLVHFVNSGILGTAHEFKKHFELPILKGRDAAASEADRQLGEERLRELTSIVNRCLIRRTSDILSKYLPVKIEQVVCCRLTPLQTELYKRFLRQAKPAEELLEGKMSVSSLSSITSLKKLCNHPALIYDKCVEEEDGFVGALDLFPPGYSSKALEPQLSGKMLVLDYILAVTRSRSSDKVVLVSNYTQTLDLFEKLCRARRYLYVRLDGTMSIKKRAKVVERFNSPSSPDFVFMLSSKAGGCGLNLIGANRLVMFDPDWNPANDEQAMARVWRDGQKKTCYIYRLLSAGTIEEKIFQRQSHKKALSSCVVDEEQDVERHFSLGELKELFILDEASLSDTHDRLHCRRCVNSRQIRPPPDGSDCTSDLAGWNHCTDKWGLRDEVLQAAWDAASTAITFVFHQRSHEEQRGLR
esBAF inh = Bmi1 luciferase reporter increase in mESCs, primary screen, esBAF inhibitor project, mouse ES cells, Bmi1 luciferase knock-in, single point; 350,000 compounds, 2% hits; reporter increase, % at 12.5 µM; AID 602393, 2012; 24 h; 100% = twice the neutral-well signal; in the data active means activation above about 40%;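 further: 0% = median of the plate's neutral control wells and 100% = double that signal; a rise in the Bmi1 reporter signal indicates esBAF inhibition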
Starred values were filed as active, the others as inactive; / = no result given.

Labels used below: A = S100A4 inh HTS; B = ERp5 block; C = E-sel inducer; D = Xi reactivation; E = ERAP1 HTS inh; F = RAD52 inh; G = RAD54 branch; H = esBAF inh
Cc1cc(C(=O)Nc2ccc(Nc3ccccc3)cc2)ccc1[N+](=O)[O-]
  A: -7	B: -7	C: 0.7	D: 0.0	E: 17	F: 2	G: 4	H: -5

CCOC(=O)c1sc(=S)n(-c2ccc(OC)cc2)c1N
  A: -10	B: 4	C: /	D: 0.0	E: /	F: -5	G: -3	H: /

CC(C)NC(=O)N[C@H]1CC[C@H](CCNC(=O)C2CC2)O[C@H]1CO
  A: -6	B: 4	C: -0.3	D: 0.4	E: 0	F: 11	G: -5	H: -5

CCOc1cc(/C=C2/N=C(C)C(C(=O)OC)=C2O)ccc1O
  A: -5	B: 2	C: 0.1	D: 0.1	E: /	F: -56	G: /	H: /

CCC(=O)c1ccc(OCC(=O)OCC(=O)Nc2c(C)n(C)n(-c3ccccc3)c2=O)cc1
  A: -1	B: -3	C: -1.2	D: 0.1	E: -1	F: -2	G: 5	H: 8

CC(=O)c1cccc(NC(=O)CCN2C(=O)C3CC=CCC3C2=O)c1 (configuration not stated)
  A: -2	B: -19	C: /	D: -0.1	E: 2	F: -5	G: 2	H: 11

C[C@@H]1CN([C@H](C)CO)C(=O)c2cccc(NC(=O)C3CCOCC3)c2O[C@H]1CN(C)Cc1ccc(-c2ccccc2)cc1
  A: 5	B: 0	C: 1.2	D: 0.1	E: 1	F: 29	G: 11	H: 9

Cn1c(=O)c2c(SCC(=O)N3CCOCC3)nc(-c3ccccc3Cl)nc2n(C)c1=O
  A: -2	B: -12	C: -0.2	D: 0.2	E: -4	F: -17	G: -6	H: /

COc1ccccc1-n1nnnc1SCC(=O)NC1CC1
  A: 6	B: 5	C: -1.3	D: 0.0	E: -2	F: -4	G: 1	H: /

O=C(Cn1c(=S)[nH]c2ccccc2c1=O)N1CCN(c2ccc(F)cc2)CC1
  A: -3	B: 2	C: 2.8	D: 0.1	E: -1	F: -22	G: -7	H: 10

CC1(C)CC(=O)C=C(c2ccc(COC(=O)c3ccccc3)cc2)C1=O
  A: -4	B: 4	C: -0.1	D: 0.0	E: /	F: -14	G: -2	H: -13

COc1ccc(/C=C2\SC(=O)N(CC(=O)Nc3cccc(C)c3)C2=O)cc1O
  A: -8	B: 4	C: 0.3	D: 0.3	E: -2	F: 0	G: -10	H: 3

COc1ccc(C(CC(=O)O)NC(=O)c2sc3ccccc3c2Cl)cc1 (configuration not stated)
  A: 3	B: 4	C: /	D: 0.0	E: 3	F: -14	G: /	H: /

CCC(Oc1ccccc1C)C(=O)Nc1ccc(S(=O)(=O)Nc2cc(C)on2)cc1 (configuration not stated)
  A: -1	B: -2	C: /	D: 0.3	E: 2	F: -14	G: 0	H: 1

COc1ccc(-c2csc3ncnc(N4CCN(c5ccccc5)CC4)c23)cc1
  A: 1	B: -1	C: /	D: 0.0	E: 3	F: -11	G: -2	H: -3

Cc1cccc(S(=O)(=O)N2C[C@H](O)COC[C@H]3O[C@@H](CC(=O)Nc4ccccc4)CC[C@@H]32)c1
  A: 32	B: 3	C: -0.1	D: -0.1	E: 0	F: 5	G: 12	H: 0

CC(C)[C@H](NC(=O)c1ccccc1)C(=O)Nc1ccc2c(c1)OCO2
  A: 0	B: 0	C: /	D: 0.0	E: 0	F: -17	G: -5	H: 2

O=C(C1CCC1)N1CCN(c2ccccc2)CC1
  A: 0	B: -4	C: 0.0	D: 0.2	E: -2	F: -15	G: -3	H: -1

CCOc1ccc(-n2c(O)c(/C=N/c3ccnn3Cc3ccncc3)c3ccccc3c2=O)cc1
  A: -4	B: 3	C: /	D: 0.1	E: 1	F: -68	G: /	H: /

COc1ccc(S(=O)(=O)N2CCC(C(=O)N(CC(C)C)C3CCS(=O)(=O)C3)CC2)cc1OC (configuration not stated)
  A: -8	B: -5	C: 0.9	D: 0.0	E: -2	F: -11	G: 0	H: 4

O=C(C[C@H]1CC[C@@H]2[C@H](COC[C@H](O)CN2C(=O)Nc2ccc(F)cc2)O1)NCCc1ccccc1
  A: -11	B: -2	C: 0.1	D: 0.0	E: 0	F: 3	G: 9	H: -1

Cc1cc(Cl)ccc1NNC(N)=S
  A: -8	B: 0	C: /	D: -0.1	E: -1	F: -2	G: 6	H: -2

S=c1[nH]nc(-c2ccco2)n1/N=C/c1c(Cl)cccc1Cl
  A: 8	B: 1	C: /	D: 0.1	E: 3	F: 2	G: /	H: /

CO[C@@H]1CN(C)C(=O)c2cc(NS(C)(=O)=O)ccc2OC[C@H](C)N(C(=O)C2CCCCC2)C[C@@H]1C
  A: 16	B: 7	C: 0.1	D: -0.1	E: 3	F: -17	G: 7	H: -3

Cn1cc(CCNC(=O)CC2C(=O)NCCN2CC(c2ccccc2)c2ccccc2)cn1 (configuration not stated)
  A: -2	B: 0	C: 0.9	D: 0.1	E: 4	F: -27	G: -6	H: /

O=C1NC(=O)C2(N1)c1ccccc1-c1ccccc12
  A: -1	B: -9	C: 3.0	D: 0.0	E: 1	F: -4	G: /	H: /

C[C@H](CO)N1C[C@H](C)[C@H](CN(C)C(=O)Nc2ccc3c(c2)OCO3)Oc2ccc(NC(=O)CCN3CCOCC3)cc2C1=O
  A: 6	B: -8	C: -0.5	D: 0.0	E: 1	F: 1	G: -1	H: -1

CCc1ccc2c(COC(=O)C3CC(=O)N(CCc4ccccc4)C3)cc(=O)oc2c1 (configuration not stated)
  A: -1	B: -3	C: -0.1	D: 0.1	E: 2	F: -12	G: /	H: /

O=c1[nH]cnc2ccc([N+](=O)[O-])cc12
  A: -2	B: 3	C: 0.2	D: 0.1	E: /	F: -3	G: 10	H: /

N#Cc1cn(Cc2ccco2)c(=O)[nH]c1=O
  A: 0	B: 3	C: -0.1	D: 0.3	E: 2	F: 0	G: -2	H: 2

Next part
SMILES	S100A4 inh HTS	ERp5 block	E-sel inducer	Xi reactivation	ERAP1 HTS inh	RAD52 inh	RAD54 branch	esBAF inh
COc1ccccc1-c1cnc2c(c1)C(=O)N([C@@H](C)CO)C[C@H](C)[C@@H](CN(C)C)O2	12	1	-2.5	-0.5	1	-4	4	2
CCC(C)(C)n1nnnc1C(c1ccc(F)cc1)N1CCN(C(=O)c2ccco2)CC1 (configuration not stated)	0	3	/	0.2	-4	-1	-3	11
O=C(OC(c1ccc(NS(=O)(=O)c2ccccc2)cc1)(C(F)(F)F)C(F)(F)F)c1ccccc1	-2	-4	/	0.0	-1	5	/	/
CNc1cc(=O)n(C)c(=O)n1-c1ccccc1	-19	-7	/	0.0	-7	-1	/	/
COc1ccc(-c2csc(N(CCCN(C)C)C(=O)c3ccc(C(C)(C)C)cc3)n2)cc1	2	1	/	0.0	-1	11	3	-5
Cc1cc(C(=O)Nc2cccc3c2O[C@H](CN(C)C(=O)Nc2ccc(F)cc2)[C@H](C)CN([C@@H](C)CO)C3=O)n(C)n1	2	-2	-15	0.0	0	10	-4	2
COc1ccc(Oc2ccc(/C=C/C(=O)c3ccc(O)cc3)cc2[N+](=O)[O-])cc1	-7	-48	/	-0.1	4	-13	/	/
COc1ccc(N(C(=O)CNC(=O)c2ccco2)C(C(=O)NC2CCCC2)c2ccco2)cc1 (configuration not stated)	-6	7	/	0.2	5	-14	0	2
Cc1ccc(N(C(=O)c2snc(C(N)=O)c2N)C(CC(C)C)C(=O)NC2CCCC2)cc1 (configuration not stated)	4	1	/	0.0	0	-9	-4	3
Cc1ccc(/C=C/C(=O)Nc2ccc([N+](=O)[O-])c(NC(=O)/C=C/c3ccc(C)o3)c2)o1	-4	3	-0.6	0.3	1	-6	/	/
C[C@@H]1CN([C@@H](C)CO)C(=O)c2cc(NC(=O)Nc3ccccc3)ccc2O[C@@H](C)CCCCO[C@H]1CN(C)Cc1ccc2c(c1)OCO2	-4	-2	0.9	0.2	-1	46	-2	-10
C[C@@H]1CN([C@@H](C)CO)C(=O)Cc2cc(NC(=O)Nc3ccc(F)cc3)ccc2O[C@H]1CN(C)C(=O)Nc1cccc2ccccc12	0	3	0.3	-0.1	1	7	7	2
Cc1cccc(NC(=O)CSc2nsc(SCC(=O)Nc3cccc(C)c3)c2C#N)c1	1	-2	/	0.0	15	-1	/	/
COc1ccc(NC(=O)CN2C(=O)C(C)SC(C)C2=O)cc1 (configuration not stated)	-2	2	/	0.1	-2	-7	/	/
C/C(CC(=O)Nc1ccc([N+](=O)[O-])cc1)=N/NC(=O)C1CC12CCC2 (configuration not stated)	-3	-5	/	0.0	1	9	2	5
Cc1ccccc1Cn1c(=O)n(C)c(=O)c2sccc21	-1	1	0.0	0.0	0	1	-6	5
COc1ccccc1C#Cc1ccc2c(c1)O[C@H](CN(C)Cc1cncnc1)[C@@H](C)CN([C@@H](C)CO)S2(=O)=O	-6	-1	0.4	0.8	-2	18	-2	12
C[C@H]1CN([C@@H](C)CO)C(=O)c2cc(NC(=O)Cn3cnnn3)ccc2O[C@@H]1CN(C)Cc1ccc(C(F)(F)F)cc1	-20	2	-3.6	-0.8	0	-18	1	-4
Cc1cccc(C(=O)N[C@H](C(=O)OCC(=O)NC(=O)c2cccn2C)C(C)C)c1	0	4	-0.3	0.0	-3	-29	/	-4
C=CCn1c(SCC(=O)Nc2nnc(C)s2)nnc1-c1cccnc1	-1	8	1.6	0.0	-1	1	/	/
COc1ccc(-c2cnc3c(c2)C(=O)N([C@@H](C)CO)C[C@@H](C)[C@H](CN(C)C(=O)CN(C)C)O3)cc1	-9	3	-0.3	-0.2	-3	4	0	0
Cc1cc(NC(=O)C2CC2)ncc1NC(=O)c1ccccn1	-2	3	/	0.3	6	-19	/	/
COc1ccc(C2NC(=S)N(Cc3ccc(Cl)cc3)C(C)=C2C(C)=O)cc1 (configuration not stated)	4	4	1.9	0.2	-2	-13	/	/

Exported with two lines to a compound: part of the list above.
Under each structure: S100A4 inh HTS, ERp5 block, E-sel inducer, Xi reactivation, ERAP1 HTS inh, RAD52 inh, RAD54 branch, esBAF inh
C[C@H]1CN([C@@H](C)CO)C(=O)c2cc(NC(=O)Cn3cnnn3)ccc2O[C@@H]1CN(C)Cc1ccc(C(F)(F)F)cc1
  -20, 2, -3.6, -0.8, 0, -18, 1, -4
Cc1cccc(C(=O)N[C@H](C(=O)OCC(=O)NC(=O)c2cccn2C)C(C)C)c1
  0, 4, -0.3, 0.0, -3, -29, /, -4
C=CCn1c(SCC(=O)Nc2nnc(C)s2)nnc1-c1cccnc1
  -1, 8, 1.6, 0.0, -1, 1, /, /
COc1ccc(-c2cnc3c(c2)C(=O)N([C@@H](C)CO)C[C@@H](C)[C@H](CN(C)C(=O)CN(C)C)O3)cc1
  -9, 3, -0.3, -0.2, -3, 4, 0, 0
Cc1cc(NC(=O)C2CC2)ncc1NC(=O)c1ccccn1
  -2, 3, /, 0.3, 6, -19, /, /
